# ELG1 repair inh – blocks ELG1-dependent DNA repair in HEK293T cells | HEK293T ELG1-luciferase reporter, luminescence, 16 h; DNA damage induced by 5-fluorouridine | AID 504467 | Potency, µM (highest dose often 46.1 µM), for the others: top-dose activity change, negative = inhibition, actives largely listed as inhibitors | 2.3% of 330,000 active; note: potency is the fitted concentration of half-maximal effect; % is set by controls: 0 for no effect and ±100 for the full control effect; nearly all actives have a fitted effect of over 55% in size
#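 HEK293T cells expressing luciferase-tagged ELG1 (2,000/well) received 5-Fluorouridine plus compound or DMSO for 16 hr at 37 °C. Luciferase was read by ONE-Glo luminescence after 30 min at room temperature.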
# KCNH2 3.1 block – inhibitors of human KCNH2 3.1 potassium channel isoform; U2OS KCNH2 3.1, thallium flux FluxOr; hits give low values; activity change, % (tested at about 1.8 µM); 0.95% of 340,000 active;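 active = maximum activity change below -70%; inconclusive = maximum activity change from -70% to -50%; inactive = maximum activity change above -50%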;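 note: thallium influx rate constant from kinetic fluorescence after stimulation buffer; % is set by controls: 0 for no effect and ±100 for the full control effect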
#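 Normalized rate constant (relative to positive and negative DMSO controls) derived from a 2 min kinetic fluorescence read after stimulation; U2OS cells expressing the 3.1 isoform via virus at 1.77 x 10^8 /mL.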
# hERG WT inh – blocks the wildtype human KCNH2 potassium channel | Q12809 | U2OS, BacMam KCNH2, thallium flux FluxOr; hits give low values | activity change, % at 1.84 µM | 0.37% of 340,000 active | AID 720551;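 active = maximum activity change below -70%; inconclusive = maximum activity change between -70% and -50%; inactive = maximum activity change above -50%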; note: % is set by controls: 0 for no effect and ±100 for the full control effect
# Target sequence (Q12809 whole entry, looked up): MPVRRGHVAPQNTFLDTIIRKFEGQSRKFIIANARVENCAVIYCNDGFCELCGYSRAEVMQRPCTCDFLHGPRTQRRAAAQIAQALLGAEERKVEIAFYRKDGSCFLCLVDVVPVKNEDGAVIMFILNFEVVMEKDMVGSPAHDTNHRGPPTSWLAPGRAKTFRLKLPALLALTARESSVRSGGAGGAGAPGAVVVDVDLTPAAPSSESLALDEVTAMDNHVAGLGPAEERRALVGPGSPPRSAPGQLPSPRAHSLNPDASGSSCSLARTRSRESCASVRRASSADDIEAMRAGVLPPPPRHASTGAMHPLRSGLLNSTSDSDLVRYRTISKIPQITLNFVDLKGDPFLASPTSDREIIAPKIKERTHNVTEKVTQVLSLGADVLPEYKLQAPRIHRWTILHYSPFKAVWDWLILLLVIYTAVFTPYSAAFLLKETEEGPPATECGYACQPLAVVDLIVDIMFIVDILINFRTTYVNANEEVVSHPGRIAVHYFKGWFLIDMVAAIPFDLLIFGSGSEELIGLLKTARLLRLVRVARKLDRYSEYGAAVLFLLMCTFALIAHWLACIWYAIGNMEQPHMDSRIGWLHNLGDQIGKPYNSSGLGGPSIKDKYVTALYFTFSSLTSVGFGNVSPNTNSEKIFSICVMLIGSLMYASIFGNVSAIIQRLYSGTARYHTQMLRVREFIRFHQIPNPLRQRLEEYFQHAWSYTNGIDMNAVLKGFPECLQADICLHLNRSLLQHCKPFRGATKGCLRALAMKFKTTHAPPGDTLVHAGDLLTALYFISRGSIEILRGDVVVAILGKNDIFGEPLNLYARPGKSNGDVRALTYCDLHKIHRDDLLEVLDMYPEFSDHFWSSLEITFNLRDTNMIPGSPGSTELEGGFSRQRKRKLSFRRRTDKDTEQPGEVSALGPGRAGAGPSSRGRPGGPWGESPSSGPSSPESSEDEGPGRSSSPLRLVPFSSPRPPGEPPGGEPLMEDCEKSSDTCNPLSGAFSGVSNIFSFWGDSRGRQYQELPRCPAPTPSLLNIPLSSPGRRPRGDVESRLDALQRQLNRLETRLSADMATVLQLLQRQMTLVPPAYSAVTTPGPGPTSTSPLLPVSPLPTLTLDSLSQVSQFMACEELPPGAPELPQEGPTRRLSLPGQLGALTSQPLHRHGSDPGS
#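 U2OS cells transduced with wild-type KCNH2 virus are loaded with FluxOr dye for 45 min, and thallium flux is measured in kinetic reads before and after stimulation buffer. Rate constants are normalized to DMSO controls.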
# USP2a block – USP2a (human) protease inhibition | O75604 | USP2 core, Ub-CHOP2 coupled fluorogenic reporter, 485/531 | Potency, µM (series often up to 38.3 µM), for the others: at the highest dose activity change, negative = inhibition, usual class: inhibitors | 0.01% of 330,000 active;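 note: potency is the fitted concentration of half-maximal effect; plate controls were DMSO wells for no effect and full inhibition by NEM control for full effect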
#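 USP2 core (10nM final) preincubated 30min RT with compound in 20mM Tris-HCl pH 8.0, 2mM CaCl2, 2mM beta-mercaptoethanol, 0.05% CHAPS; 25nM Ub-CHOP2 plus 25nM reporter substrate added, fluorescence (Ex485/Em531) read after 60min.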
# AT treatment – potential ataxia-telangiectasia treatments restoring KAP-1 phosphorylation | Potency, µM (titrated, usually from 57.5 µM), for the others: at the top dose activation, actives largely listed as activators | 0.19% of 320,000 active | […] A-T fibroblasts, KAP-1 phosphorylation AlphaLISA; neocarzinostatin DNA damage 30 min before lysis; note: potency is the fitted concentration of half-maximal effect; % of control where 0% means no effect; nearly all actives have a fitted effect of over 45% in size
#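 hTERT-immortalized A-T patient fibroblasts ([…]), 500 cells/well in OPTI-MEM, 1% FBS, got compounds for 60 min, then NCS for 30 min at 37C. Lysates were then assayed for phospho-KAP-1 by AlphaLISA (anti-pKAP1 donor, anti-KAP1 acceptor beads), 6 hr at 25C.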
# TSHR antagonist – antagonists of human thyroid stimulating hormone receptor; 0.2% of 330,000 active; activity change, negative = inhibition, % at 11.5 µM; TSHR-expressing cells, TSH-stimulated cAMP HTRF, 2 h; hits give low values; AID 504810;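 active = activity change below a set negative limit, meaning inhibition stronger than a set level, cut at about -70% in these data; inconclusive = activity change between two set negative limits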; note: % is set by controls: 0 for no effect and ±100 for the full control effect
#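 Competitive HTRF cAMP read-out (cryptate anti-cAMP antibody, cAMP-d2; 30 min, room temperature) in freshly harvested TSHR cells. Compounds added before TSH at EC80 (4nM final), followed by 2 hours' incubation at 37 deg C.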
# TCR act – T cell receptor activation | primary human leukocytes, anti-CD3, IL-2 HTRF, 48 h | Potency, µM (top dose mostly 9.22 µM), inactives show at the highest dose activation of IL-2 secretion, hits mostly activators | 330,000 tested, under 10 active; note: % of control where 0% means no effect
#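 Human primary leukocytes + a-CD3 beads + cpd, 48 hr; IL-2 in supernatant by HTRF (ex 320nm / em 665nm). No co-stimulatory signal supplied.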
# Eya2 inh – blocks the phosphatase activity of human Eya2. O00167. recombinant Eya2, OMFP fluorescence dephosphorylation (OMFP is methylfluorescein phosphate). Potency, µM (series often up to 76.9 µM), inactives show at the highest dose activity, negative = inhibition, hits mostly inhibitors. 0.006% of 330,000 active. AID 488837; note: potency is the fitted concentration of half-maximal effect; % is set by controls: 0 for no effect and ±100 for the full control effect
#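 Eya2 (0.2 uM) preincubated 10 min at ambient with compound, then OMFP substrate added at 50 uM; 10 min reaction in 50 mM HEPES pH 7.5, 50 mM NaCl, 5 uM MgCl2, 0.05% BSA, 1 mM DTT. Fluorescence read at Ex 485/Em 525 nm.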
# Mito fusion act – mitochondrial division inhibition or fusion activation; S. cerevisiae fusion-defective mutant growth rescue, CellTiterGlo 48 h; Potency, µM (series often up to 46.1 µM), without a hit: top-dose growth rescue (activation), most hits filed as activators; 0.23% of 320,000 active; AID 485298;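 note: potency is the fitted concentration of half-maximal effect; % of control where 0% means no effect; nearly all actives have a fitted effect of over 45% in size; temperature-sensitive fusion mutants such as fzo1-1 at 37 °C on non-fermentable ethanol glycerol medium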
#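 Growth-rescue viability read-out: after 48 h at the non-permissive 37C in glycerol/ethanol YPEG, yeast mitochondrial fusion mutants are measured by CellTiterGlo luminescence; compounds (23 nl pinned per well) restoring growth score as division inhibitors or fusion activators.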
# TRPV1 agonist – human TRPV1 agonism. TRPV1-expressing cells, Fluo-8 calcium influx, agonist mode. activation, % at 8.33 µM. AID 540275. Q8NER1. 0.19% of 320,000 active; in the data active = activation above about 80%; inconclusive = between about 30% and that limit; note: 0% is about no effect
#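 Cells expressing TRPV1 were dye-loaded with Fluo-8 and read kinetically: 10 s baseline, 3 min after compound (agonist portion), then 2 min after EC20 capsaicin (allosteric enhancer portion). Calcium-bound dye fluorescence at 480/520 nm.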
# An asterisk follows results filed as active; ? = inconclusive; . = not tested or not shown; [ ] = another dose, or the depositor's remark. Unless noted, calls come from the whole dose curve; as a rule, active = well fitted curve in the direction sought with a large enough effect; inconclusive = small, poorly fitted or top-dose-only effect, or another doubt; inactive = no such curve, though single readings can be large; an effect the other way counts as inactive or inconclusive.
cpd	Molecule	Mito fusion act	KCNH2 3.1 block	hERG WT inh	TSHR antagonist	USP2a block	ELG1 repair inh	Eya2 inh	TRPV1 agonist	AT treatment	TCR act
1	CC(=O)N1CCOc2cc(S(=O)(=O)NCc3ccccc3Cl)c(Cl)cc21	2%	.	.	-19	3%	.	2%	27	-7%	.
2	COc1ccc(CSc2n[nH]c(C)n2)cc1Br	8%	1	-15	0	1%	?	1%	4	0%	4%
3	Cc1ccc(C(=O)N2CCN(c3ccc(NC(=O)Cc4ccccc4)cc3)CC2)cc1	4%	-29	-5	-11	-2%	?	2%	2	3%	7%
4	O=C(O)CCCSc1nccn1-c1ccccc1	-6%	4	6	-5	-2%	2%	3%	-1	0%	-7%
5	CCN(CC(=O)Nc1ccc(NC(C)=O)cc1)C(=O)c1cn(-c2ccccc2)nc1-c1cccs1	-3%	-8	0	48	0%	?	22%	3	-5%	5%
6	CC(C)CCn1c(O)c(N=NC(=O)Cn2ccc(C(F)(F)F)n2)c2ccccc21	-4%	-1	-1	1	6%	-1%	-14%	10	-5%	2%
7	COc1cccc(Nc2nc(-c3sc(NC(=O)CC(C)C)nc3C)cs2)c1	5%	-4	2	-13	3%	?	6%	-2	-1%	2%
8	CCCC(=O)N(CCN1CCOCC1)c1nc2c(F)cc(F)cc2s1	2%	-6	5	-3	0%	?	-5%	4	15%	-7%
9	O=C(NCCc1ccccc1)C1CCCN1C(=O)Nc1ccc(F)cc1 (configuration not stated)	-2%	-2	-7	-4	-3%	-6%	-5%	-3	18%	-4%
10	N#Cc1ccccc1NC(=O)CN(Cc1ccccc1)Cc1ccccc1	-1%	6	3	-4	-1%	-1%	-11%	?	7%	-3%
11	COc1ccc(OC)c(/C=N/NC(=O)c2cc[n+](CC(=O)c3ccccc3)cc2)c1	2%	19	11	1	3%	-10%	-3%	-6	.	-3%
12	CCCN1Cc2cccc(C(=O)N3CCN(c4cc(Cl)ccc4C)CC3)c2C1=O	7%	0	3	33	-9%	21µM*	0%	-5	20%	2%
13	Cc1nc2ccc(S(=O)(=O)NCC(=O)N3CCC(N4CCCCC4)CC3)cc2s1	-2%	-28	6	1	-1%	8%	0%	1	-2%	-5%
14	Fc1ccc(Cn2c(SCc3ccc(F)c(F)c3)nnc2C(F)(F)F)cc1	6%	-28	11	7	-10%	9%	-15%	.	11%	.
15	CCN(CC)C(=O)c1nc[nH]c1C(=O)N(CC)CC	-1%	.	.	15	0%	14%	-12%	-1	-1%	-9%
16	Cc1ccccc1NC(=O)Nc1ccccc1C(N)=O	1%	-22	0	-5	5%	10%	-2%	-1	-3%	-7%
17	Cc1ccc(N2CC(C(=O)Nc3nnc(SCCN4CCOCC4)s3)CC2=O)cc1C (configuration not stated)	0%	0	-10	1	1%	-3%	-4%	-1	2%	6%
18	C/C(=N\NC(=O)c1c[nH]c2ccccc12)c1ccco1	1%	1	-4	2	-2%	?	8%	0	.	-5%
19	Cc1ccc(C(NC(=O)N2CCOCC2)C(Cl)Cl)cc1F (configuration not stated)	-4%	25	0	3	3%	11%	-20%	23	3%	0%[46.1 µM]
20	c1ccc(CNCc2ccc3c(c2)OCO3)nc1	-2%	5	-13	-5	3%	15%	6%	0	.	4%[46.1 µM]
21	Cn1c(=O)n(C)c2cc(/C=C(/C#N)C(=O)NCc3ccco3)ccc21	-3%	-6	4	5	4%	?	-1%	0	-2%	1%
22	COc1ccc(CN(C)C(=O)c2ccc(NS(=O)(=O)c3ccc(F)cc3)cc2)c(OC)c1	2%	9	7	18	-3%	-27%	-10%	-5	5%	-3%
23	O=C(NCCC1CCCCN1S(=O)(=O)c1ccc(F)cc1)C(=O)NCc1ccccn1 (configuration not stated)	0%	-2	2	3	1%	-4%	6%	-1	4%	-5%
24	CCn1c(CC(=O)Nc2ccc(Cl)c(Cl)c2)nnc1SCc1ccc(C)cc1	7%	-10	-4	60	-2%	?	1%	-7	1%	-2%[46.1 µM]
25	CCCCCN(C(=O)CSc1n[nH]c(-c2ccc(C)cc2)n1)c1c(N)n(CCCC)c(=O)[nH]c1=O	-5%	11	4	-4	2%	?	-20%	-3	-3%	.

# Five compounds from above, sorted by their value in TRPV1 agonist, rising:
item | SMILES | TRPV1 agonist
24 | CCn1c(CC(=O)Nc2ccc(Cl)c(Cl)c2)nnc1SCc1ccc(C)cc1 | -7
22 | COc1ccc(CN(C)C(=O)c2ccc(NS(=O)(=O)c3ccc(F)cc3)cc2)c(OC)c1 | -5
4 | O=C(O)CCCSc1nccn1-c1ccccc1 | -1
3 | Cc1ccc(C(=O)N2CCN(c3ccc(NC(=O)Cc4ccccc4)cc3)CC2)cc1 | 2
6 | CC(C)CCn1c(O)c(N=NC(=O)Cn2ccc(C(F)(F)F)n2)c2ccccc21 | 10

# A different layout for some results above.
# Each structure is followed by: Mito fusion act | KCNH2 3.1 block | hERG WT inh | TSHR antagonist | USP2a block | ELG1 repair inh | Eya2 inh | TRPV1 agonist | AT treatment | TCR act
8: CCCC(=O)N(CCN1CCOCC1)c1nc2c(F)cc(F)cc2s1
  2% | -6 | 5 | -3 | 0% | ? | -5% | 4 | 15% | -7%
25: CCCCCN(C(=O)CSc1n[nH]c(-c2ccc(C)cc2)n1)c1c(N)n(CCCC)c(=O)[nH]c1=O
  -5% | 11 | 4 | -4 | 2% | ? | -20% | -3 | -3% | .

# Entries listed so far that contain a cyano group:
cpd	Molecule	Mito fusion act	KCNH2 3.1 block	hERG WT inh	TSHR antagonist	USP2a block	ELG1 repair inh	Eya2 inh	TRPV1 agonist	AT treatment	TCR act
10	N#Cc1ccccc1NC(=O)CN(Cc1ccccc1)Cc1ccccc1	-1%	6	3	-4	-1%	-1%	-11%	?	7%	-3%
21	Cn1c(=O)n(C)c2cc(/C=C(/C#N)C(=O)NCc3ccco3)ccc21	-3%	-6	4	5	4%	?	-1%	0	-2%	1%

# Later entries:
cpd	Molecule	Mito fusion act	KCNH2 3.1 block	hERG WT inh	TSHR antagonist	USP2a block	ELG1 repair inh	Eya2 inh	TRPV1 agonist	AT treatment	TCR act
26	NC(=O)c1cc(N=Nc2c(N)[nH]n(-c3c(Cl)cc(Cl)cc3Cl)c2=O)ccc1Cl	-5%	-12	5	-13	2%	1%	5%	2	-5%	5%
27	O=C1c2sc3nc4ccccc4n3c2C(=O)N1c1ccccc1Cl	4%	4	-1	-9	0%	?	20%	2	2%	-38%
28	O=C1NC[C@H](c2ccccc2)OC(=O)[C@H](Cc2ccc(F)cc2)C/C=C\C[C@H]1CC(=O)N(CCO)Cc1ccccc1	.	-28	4	-13	-7%	1.3µM*	3%	.	-6%	3%
29	CN(C(=O)C1CCCN(S(=O)(=O)c2cccc([N+](=O)[O-])c2)C1)C1CCS(=O)(=O)C1 (configuration not stated)	-5%	21	2	4	1%	1%	14%	3	3%	-2%
30	CSc1nnc(NC(=O)C2CCCCC2)s1	1%	0	6	3	-1%	?	11%	12	6%	4%
31	CC(=O)[C@H]1CC[C@H]2[C@@H]3CCC4=CC(=O)CC[C@]4(C)[C@H]3[C@H](O)C[C@]12C	1%	20	24	-2	0%	?	4%	-4	3%	0%
32	O=C(Nc1ccc2c(c1)OCO2)c1noc2c1CCCC2	-3%	-11	-10	-8	3%	?	-7%	?	0%	-3%
33	CC(=O)C1C(c2ccco2)c2c(noc2C)CC1(C)O (configuration not stated)	0%	17	1	.	.	.	.	-4	.	2%
34	C=CCC[C@@H](Cc1ccc(F)cc1)C(=O)OCCNC(=O)[C@@H](CC=C)CC(=O)N(CCO)Cc1ccccc1	.	.	.	-5	4%	-8%	-17%	.	2%	6%
35	COc1cccc(C2(c3cccc(OC)c3)CC2C(=O)Nc2ccccc2Cl)c1 (configuration not stated)	-1%	-4	-13	-7	-2%	?	4%	9	16%	-3%[46.1 µM]
36	COc1cc(C(=O)NCc2ccc(OCCN(C)C)cc2)cc(OC)c1OC	-4%	6	-8	4	-2%	?	1%	2	1%	1%
37	COc1cccc(CN2CCN(C3CCN(c4cccc(C)c4C)CC3)CC2CCO)c1 (configuration not stated)	-9%	-72*	-1	-1	1%	-5%	-24%	-2	5%	-3%
38	O=C(NCCN1CCCCC1)c1ccco1	-5%	0	19	-11	1%	15%	-13%	-4	1%	5%[46.1 µM]
39	COc1ccc(OC)c(CC(NC(C)=O)C(=O)NC2CCN(C(=O)c3cccc(C)c3)CC2)c1 (configuration not stated)	-6%	4	-16	4	-2%	12%	-1%	-1	8%	1%
40	Cn1c(N)c(C(=O)COC(=O)C2=NNC(=O)CC2)c(=O)n(C)c1=O	-3%	-4	-3	-2	-1%	6%	12%	-1	0%	-3%
41	Cc1sc2nc(CSc3cccc(C(F)(F)F)c3)[nH]c(=O)c2c1C	2%	5	-15	13	2%	10%	4%	0	0%	2%[46.1 µM]

# A portion of the library; rates above refer to the full screens.
